# NCI-60 one-dose screen, 48 h, at 10 µM unless noted. Numbers give growth in % (100 = growth as untreated, 0 = no growth, -100 = all killed).
# NCI-H460 – NCI-H460 lung cancer | 82,000 compounds, 6.8% hits | AID 1794736
# A498 – A498 renal cancer cells; 76,000 compounds, 5.4% hits
# NCI-H522 – NCI-H522 lung cancer; 78,000 compounds, 8% hits; AID 1794739
# NCI-H23 – NCI-H23 lung cancer; 80,000 compounds, 4% hits; AID 1794731
# NCI-H226 – NCI-H226 lung cancer; 79,000 compounds, 3.5% hits; AID 1794732
# ACHN – ACHN renal cancer | 81,000 compounds, 4.9% hits | AID 1794771
# RXF 393 – RXF 393 renal cancer cells; 77,000 compounds, 6.9% hits; AID 1794773
# NCI/ADR-RES – NCI/ADR-RES ovarian cells. 81,000 compounds, 4.4% hits. AID 1794790
# CAKI-1 – CAKI-1 renal cancer. 75,000 compounds, 4.7% hits. AID 1794772
# * hit, by the source's call; . = no result given; & = joins results of further samples; [ ] = another dose, or the depositor's remark. How the source made its calls: active means growth percent below 10; inactive means the rest.
SMILES,NCI-H460,A498,NCI-H522,NCI-H23,NCI-H226,ACHN,RXF 393,NCI/ADR-RES,CAKI-1
CC(C)n1cc(C2=C(c3cccc4ccccc34)C(=O)NC2=O)c2cc(Br)ccc21,68,-8.4*,80,49,38,54,24,21,28
CC(C)(C)c1ccc(NCc2cn(-c3ccc(C(=O)O)cc3)nc2-c2cc(C(F)(F)F)cc(C(F)(F)F)c2)cc1,84,88,88,76,92,92,108,82,62
Nc1cc(Cl)nc(N)n1,109,93,110,108,87,102,94,109,.
O=C(Cn1cc(-c2ccc(F)cc2)nn1)Nc1ccc2c(ccn2Cc2ccccc2)c1,95,106,93,98,84,103,107,95,94
N#C/C(=C\c1ccc(F)cc1)C(=O)Nc1cc(-c2ccccc2)nn1-c1ccccc1,101,92,97,96,91,106,91,95,95
N#Cc1c(-c2ccc(OCc3ccccc3)cc2)nc(SCc2ccc([N+](=O)[O-])cc2)[nH]c1=O,104,98,84,106,103,111,133,109,99
CCOC(=O)c1c(C)oc2ncnc(N3CCN(CC(=O)Nc4ccc([N+](=O)[O-])cc4)CC3)c12,100,.,77,94,89,93,103,96,84
COc1cc(C2CC(=O)Nc3c(-c4cccc(F)c4)nsc32)cc2c1OCO2 (stereo not given),101,69,84,100,.,96,86,93,75
Nc1ccc2c3c(ccc([N+](=O)[O-])c13)CC2,92,104,86,99,97,84,125,103,82
CN(C)c1ccc(/C=C(\C#N)c2cc3ccccc3[nH]2)cc1,13,14,-9.6*,28,71,46,29,11,32
Cc1[nH]c(C2CC(c3ccccc3)=NN2C(=O)C2CCC2)c(C)c1C(=O)NCC(F)(F)F (stereo not given),99,51,94,99,96,102,74,103,85
O=[N+]([O-])c1ccc2c(c1)/C(=C/c1ccc(Cl)cc1)c1ccccc1-2,110,.,85,90,92,103,.,95,94

SMILES,NCI-H460,A498,NCI-H522,NCI-H23,NCI-H226,ACHN,RXF 393,NCI/ADR-RES,CAKI-1
CCN(CC)Cc1c(-c2cccc(OC(F)(F)F)c2)[nH]c2ccc(N3CCCC3)cc2c1=O,97,104,87,93,96,98,74,93,77
c1ccc(N2CCN(CN3CCN(c4ccccc4)CC3)CC2)cc1,109,72,36,103,94,96,91,99,96
Cc1ccc(C(=NN=C(N)N)c2ccc(C)cc2)cc1,2.9*,17,-14*,-14*,12,24,-16*,6.6*,27
O=C(NCCc1c[nH]c2ccccc12)c1ccc(S(=O)(=O)NCc2ccco2)cc1,100,107,81,72,80,94,.,87,74
CC1(C)CC(=O)C(CC2=C(N)CC(C)(C)CC2=O)=C(N)C1,109,139,92,98,100,94,120,100,83
O=C(NC(=S)Nc1nc2ccccc2s1)c1ccc(-n2c(=O)[nH]c3ccccc3c2=O)cc1,102,107,95,88,80,87,94,91,73
O=C(Nc1ccccc1)P(=O)(O)c1ccccc1,105,.,102,94,91,94,105,99,117
CCCCCCCCCCCC(=O)OCc1ccccc1,104,119,93,102,103,99,.,98,100
COC(=O)C1CC2C(Cl)=C(Cl)C1(Cl)C2(Cl)Cl (stereo not given),112,109,107,110,102,109,103,111,102
Cc1ncc(CC(=O)O)c2c1OC(C)(C)OC2,111,94,91,102,99,115,101,108,94
CCC1(C)CC(=O)NC1=O (stereo not given),118&103,97,109&105,109&103,106&100,103&100,109,112&106,102
CCCCOc1ccc(S(=O)(=O)N2CCN(c3nccc(N4CCOCC4)n3)CC2)cc1,16,-1.4*,81,44,58,15,52,31,14

SMILES,NCI-H460,A498,NCI-H522,NCI-H23,NCI-H226,ACHN,RXF 393,NCI/ADR-RES,CAKI-1
COc1ccc(Cn2cc(C(=O)N=Nc3c(O)[nH]c4c(C)cccc34)nn2)cc1,73,101,78,89,75,38,82,71,77
Cc1nn(-c2ccccc2)c2ncn(CC(=O)NN3C(=O)c4ccccc4C3=O)c(=O)c12,109,105,92,100,100,99,122,104,83
O=C(O)/C=C/c1cc(O)c2c(c1)[C@@H](C(=O)O)[C@H](c1ccc(O)c(O)c1)O2,103,97,93,106,101,105,111,105,102
CSC(=S)c1c(O)[nH]c2ccccc12,102,71,90,95,86,93,100,100,86
Cc1ccc(OCc2ccc(Cl)cc2)cc1,113,95,88,106,109,113,107,109,112
O=C(Cn1cc[n+](CC(=O)c2ccc(-c3ccccc3)cc2)c1)Nc1cccc2cccnc12,88,89,42,77,84,105,98,98,102
COc1cc(/C=C\c2cc(/C=C\c3ccc(O)c(OC)c3)n(C(=O)Nc3ccc(C(F)(F)F)cc3)n2)ccc1O,18,108,7.3*,51,83,66,23,52,55
Cc1ccc(C(=O)O)s1,117,110,99,109,116,117,123,117,107
COc1ccc(/C=C(/C(C)=O)c2ccccc2)cc1,110,116,72,99,101,91,107,105,98
CC(C)C[C@H](C(=O)N[C@H](C(N)=O)C(C)C)N1CC=CCN(OCc2ccccc2)S1(=O)=O,110[2.5 µM],108[2.5 µM],86[2.5 µM],111[2.5 µM],.,98[2.5 µM],111[2.5 µM],96[2.5 µM],99[2.5 µM]
O=C(Nc1cncnc1Oc1cccc(C(F)(F)F)c1)c1ccccc1,104,87,107,96,87,90,.,94,92
CCOC(=O)C/C(C)=N\NC(=O)c1ccncc1,103,97,95,101,112,103,72,98,52

SMILES,NCI-H460,A498,NCI-H522,NCI-H23,NCI-H226,ACHN,RXF 393,NCI/ADR-RES,CAKI-1
CC(C)(C)CC(=O)O,105,90,89,99,.,107,100,103,96
CC(=O)O[C@H]1CO[C@H]2[C@@H]1OC[C@@H]2Oc1ccc(Nc2ncnc3ccsc23)cc1,109,.,77,102,90,84,115,97,88
CCCS(=O)(=O)Nc1cccc(Nc2ncnc3cc(NC(=O)CCl)ccc23)c1Cl,-41*,9.0*,-60*,-52*,-18*,-94*,-87*,50,-75*
CCCC(C)C(=O)OC1CCCC1 (stereo not given),119,.,115,103,104,100,108,108,97
Clc1ccc(-c2cc(-c3ccc(Cl)cc3)[o+]c(-c3ccc(Cl)cc3)c2)cc1,102,94,69,93,95,107,98,104,.
CCCCCCCCCCCC(=O)OCC1OC(n2cnc3c(=S)nc[nH]c32)C(OC(=O)CCCCCCCCCCC)C1OC(=O)CCCCCCCCCCC (stereo not given),88,136,.,82,66,77,.,80,27
O=C1CC(c2cccc(Cl)c2)c2cnn(Cc3ccc4c(c3)OCO4)c2N1 (stereo not given),94,.,41,73,68,89,.,86,66
CCCCCCCCCCOC(C)=O,110,108,.,113,99,99,112,111,80
CCCCCCCCCCCC(=O)OC/C=C\Cl,106,83,107,110,100,104,108,108,94
COc1ccc(C(=O)/C=C/c2cc3c(c(OC)c2)OCC(=O)N3)cc1,9.8*,94,46,59,88,46,50,37,21
Cc1ccc(-n2nc3c(c(C#N)c2=O)CC(c2ccc([N+](=O)[O-])cc2)C([N+](=O)[O-])=C3O)cc1 (stereo not given),113,93,99,105,111,102,137,103,97
CC(C)C1(Cl)CC=C(CC(Cl)(Cl)Cl)CC1 (stereo not given),102[5 µM],85[5 µM],96[5 µM],102[5 µM],98[5 µM],112[5 µM],109[5 µM],105[5 µM],94[5 µM]

# Record cards (already shown). Values in the order: NCI-H460	A498	NCI-H522	NCI-H23	NCI-H226	ACHN	RXF 393	NCI/ADR-RES	CAKI-1
# `CC(C)C1(Cl)CC=C(CC(Cl)(Cl)Cl)CC1` (stereo not given) reads 102[5 µM]	85[5 µM]	96[5 µM]	102[5 µM]	98[5 µM]	112[5 µM]	109[5 µM]	105[5 µM]	94[5 µM]
# `CC(=O)O[C@H]1CO[C@H]2[C@@H]1OC[C@@H]2Oc1ccc(Nc2ncnc3ccsc23)cc1` reads 109	.	77	102	90	84	115	97	88
# `O=C1CC(c2cccc(Cl)c2)c2cnn(Cc3ccc4c(c3)OCO4)c2N1` (stereo not given) reads 94	.	41	73	68	89	.	86	66
# `COc1ccc(C(=O)/C=C/c2cc3c(c(OC)c2)OCC(=O)N3)cc1` reads 9.8*	94	46	59	88	46	50	37	21
# `CC(C)(C)CC(=O)O` reads 105	90	89	99	.	107	100	103	96

# Remaining list, next part:
SMILES,NCI-H460,A498,NCI-H522,NCI-H23,NCI-H226,ACHN,RXF 393,NCI/ADR-RES,CAKI-1
Cc1cc(CSc2ssc(=S)c2-c2ccccc2)c(CSc2ssc(=S)c2-c2ccccc2)cc1C,101,108,89,95,93,90,107,107,95
O=c1/c(=C/c2c[nH]c3ccccc23)sc2nc3ccccc3n12,103,81,95,.,99,97,109,104,93
COc1ccc(-n2ncc3c4nc(OC)c(S(=O)(=O)c5ccccc5)cc4ccc32)cc1,79,43,61,.,45,44,35,73,89
Cc1cccc(Nc2nnc(SCC(=O)N3CCC(C)CC3)s2)c1,105,87,101,89,84,100,102,90,237
O=C(CSc1nnc(-c2ccc3nc(-c4ccc(Cl)cc4)[nH]c3c2)o1)Nc1ccc(C(=O)/C=C/c2ccc(Cl)cc2)cc1,102,90,88,.,86,98,104,105,84
C/C(=N/O)c1ccc(NC(=O)CSc2nnc(-c3ccc4nc(-c5ccc(Cl)cc5)[nH]c4c3)o2)cc1,12,158,-16*,-19*,110,77,-41*,101,97
Cc1ccn2cc(Cc3cc(=O)oc4c3ccc3ccccc34)c(=O)nc2c1,106,111,75,97,97,96,106,105,.
O=C1c2cc(Cl)ccc2S(=O)(=O)c2c(NCCCNCCO)nc3ccccc3c21,23,57,-77*,26,27,-100*,-36*,41,6.6*
CCCCCCNCc1cc(C(C)(C)C)cc(CNCCCCCC)c1O,-76*,-7.1*,-66*,-8.1*,-60*,-84*,-93*,-88*,17
CCOC(=O)c1ncc(-c2ccc(C(F)(F)F)cc2)c(NC2CCCCCC2)n1,97,67,84,96,94,101,104,97,96
CCOC(=O)C1=C(N)N(c2ccccc2)C2=C(C(=O)CC(C)(C)C2)C1c1ccc([N+](=O)[O-])cc1 (stereo not given),90,114,79,.,88,88,101,98,68
CNC(=O)c1cc(-c2ccc(NC(=O)Nc3ccc(Cl)c(Cl)c3)cc2)nc2cccnc12,100,56,.,93,97,98,58,111,86

SMILES,NCI-H460,A498,NCI-H522,NCI-H23,NCI-H226,ACHN,RXF 393,NCI/ADR-RES,CAKI-1
COc1ccccc1CNCCN1C(=O)c2ccc3c4c(ccc(c24)C1=O)C(=O)N(CCNCc1ccccc1OC)C3=O,-91*,.,-83*,-71*,-75*,-60*,.,-63*,-31*
Nc1ccc(C(=O)Nc2ccc(C(=O)Nc3ccc(/C=C/c4ccc(NC(=O)c5ccc(NC(=O)c6ccc(N)cc6)cc5)cc4S(=O)(=O)O)c(S(=O)(=O)O)c3)cc2)cc1,104,103,67,105,95,101,106,105,94
N=C(N1CCCc2ccccc21)N1CCCc2ccccc21,97&99,85,88&85,93&89,97&85,97&93,112&99,100&92,88&92
COc1cc(-c2cnc3nonc3n2)cc2c1OCO2,105,70,43,84,88,75,98,70,75
O=C(O)CC(O)c1ccccc1 (stereo not given),104,63,98,100,93,105,103,109,92
COc1ccc(C2C(C#N)=C(N)Oc3c2c(C)nn3C(N)=O)cc1 (stereo not given),110,84,80,100,105,98,125,97,96
COc1ccc2c(c1)O/C(=C\c1ccc([N+](=O)[O-])o1)C2=O,-21*,57,-63*,-3.1*,22,6.1*,-74*,16,-3.0*
COc1ccc(Cn2ccc3nc(Cl)nc(Cl)c32)cc1,102,112,70,87,85,105,117,104,106
OC(CN1CCCCC1)c1ccccc1 (stereo not given),107,88,80,98,97,107,107,100,.
CC1O[C@@H](OCC2O[C@@H](Oc3c(-c4ccc(O)cc4)oc4cc(O)cc(O)c4c3=O)[C@@H](O)C(O)[C@@H]2O)C(O)[C@@H](O)[C@H]1O (stereo not given in full),107,100,.,103,97,106,97,101,98
Cc1c(C(=O)N[C@@H](Cc2ccccc2)C(=O)C(=O)NCc2ccccc2)oc2cc(O)c(O)cc2c1=O,108,106,101,100,104,108,106,112,98
CN1C(=O)/C(=C/c2nccs2)SC1=S,91,109,78,81,87,88,103,93,73

SMILES,NCI-H460,A498,NCI-H522,NCI-H23,NCI-H226,ACHN,RXF 393,NCI/ADR-RES,CAKI-1
CCc1cccc2c3c(sc12)C(c1ccc(Cl)cc1)c1c(nc(CC(=O)Nc2ccccc2)[nH]c1=O)O3 (stereo not given),67,48,32,64,73,60,54,38,48
CC(C)CC(=O)Nc1ccc(Cl)cc1,108,102,47,105,94,105,100,100,102
Nc1c(C(=O)c2ccc(Cl)cc2)sc2nc3c(cc12)CCCC3,102,83,64,91,104,102,98,91,93
CCC(C)(C)CO,105,.,92,92,98,100,.,84,95
O=C(Nc1c(Cl)cccc1Cl)Oc1ccc(Cl)cc1,111,105,95,108,99,102,118,109,102
CC1(C)CC[C@]2(C(=O)O)CC[C@]3(C)C(=CCC4[C@@]5(C)C[C@@H](O)[C@@H]6OC(c7ccc(F)cc7)OC[C@@]6(C)C5CC[C@]43C)C2C1 (stereo not given in full),16,47,8.4*,.,34,13,43,30,34
CCN(CC)C(=O)C1CCN(C(=O)c2ccccc2)CC1,104,86,91,95,94,.,105,98,.
NCC(O)(c1ccccc1)c1ccccc1,104,80,94,91,102,113,102,97,101
CCOC(=O)c1c(C)nc2c(c1N)/C(=C/c1cccs1)C(=O)N2CCc1ccc(OC)c(OC)c1,95,45,45,101,92,103,95,89,98
CCCCOC(=O)C(C)OC(C)=O (stereo not given),105,98,100,105,.,109,111,109,109
Cc1cnc(N)s1,105,103,78,97,91,96,105,101,97
COc1ccc(-c2cc(-c3cccn3C)c(C#N)c(=O)n2S(=O)(=O)c2ccc(C)cc2)cc1OC,114,94,86,93,109,99,103,95,89
CC(O)C1CC[C@]2(C)[C@@H]1CC[C@@H]1[C@@]3(C)CC[C@H](O)C(C)(C)[C@@H]3CC[C@]12C (stereo not given in full),104,.,91,96,96,101,107,99,103
COc1ccc(C2=Nn3c(nn4c(SCC(=O)c5ccccc5)nnc34)SC2)cc1,103,86,98,101,106,101,99,116,95

# Bioassay records as filed in PubChem.
